Spn MK inh – S. pneumoniae MK inhibitors, primary screen, biochemical, PK/LDH-coupled NADH absorbance; mevalonate kinase [Streptococcus pneumoniae D39]; purified MK, PK/LDH-coupled NADH absorbance 340 nm; inhibition, % at 10 µM; actives 0.48% (n = 65,000);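 active = ranked among the strongest by inhibition in the single 10 µM screen, a fixed top-ranked set picked for dose follow-up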; note: no value below 0 was filed
Spn DPM-DC inh – S. pneumoniae DPM-DC inhibitors, primary screen, biochemical, PK/LDH-coupled NADH fluorescence | diphosphomevalonate decarboxylase (Streptococcus pneumoniae D39) | purified DPM-DC | calls only at 10 µM | actives 0.49% (n = 65,000) | AID 556, 2006;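 active = the 320 compounds with the highest percent inhibition in the single-dose primary screen, excluding strongly autofluorescent ones, cut at about 32% in these data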;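 note: kinetic rate of NADH fluorescence loss reporting ADP formed by the decarboxylase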
LYP inhibition – LYP phosphatase inhibitors, primary screen, biochemical, DiFMUP fluorescence, recombinant catalytic domain, 10 µM (AID 606) | Tyrosine-protein phosphatase non-receptor type 22 (Homo sapiens) | 52,000 tested, under 10 active | one-dose inhibition, % at 10 µM; IC50 in µM for titrated hits | recombinant LYP catalytic domain, DiFMUP fluorescence; higher % means a stronger effect;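 active = IC50 under 40 µM in the dose-response test; inactive = IC50 of 40 µM or more, or never dose-tested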
HPDE-C7 cytotoxicity – cytotoxicity in HPDE-C7 cells, cell-based, fluorescence, HTS (AID 430); actives 1.8% (n = 63,000); HPDE-C7 pancreatic duct cells viability, fluorescence; higher % means a stronger effect; cytotoxicity, % at 10 µM, or EC50 in µM where a hit was titrated;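 note: cells exposed to compound for 48 hours before viability readout; 0% = vehicle and 100% = reference cytotoxic drug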
PMK inhibit – S. pneumoniae PMK inhibitors, primary screen, biochemical, mevalonate pathway, pilot trial included. phosphomevalonate kinase (Streptococcus pneumoniae D39). purified PMK, PK/LDH-coupled NADH absorbance 340 nm. inhibition, % at 10 µM. actives 0.49% (n = 65,000);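 active = top-ranked compounds by inhibition in the single 10 µM screen, taking a fixed number of the strongest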;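 note: 0% = full reaction with DMSO carrier and 100% = background rate without enzyme reaction; no value below 0 was filed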
HPDE-C7K KRASV12 – cytotoxicity in KRAS-transformed pancreatic duct cells, primary screen, cell-based, fluorescence, HTS (AID 431); HPDE-C7K KRASV12 cells, Alamar Blue viability, 48 h; higher % means a stronger effect; one-dose cytotoxicity, % at 10 µM; EC50 in µM for titrated hits; actives 1.7% (n = 63,000);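 active = compounds whose percent cytotoxicity in the single-dose primary screen, scaled between solvent and toxic-drug controls, exceeds 50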;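 note: 0% = DMSO solvent wells and 100% = doxorubicin-treated wells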
Alkaline phosphatase – human TNAP enzyme inhibitors, biochemical, luminescent (AID 518); actives 0.09% (n = 64,000); inhibition, % at 20 µM, or IC50 in µM where a hit was titrated; purified TNAP enzyme, luminescent substrate readout; higher % means a stronger effect; Alkaline phosphatase, tissue-nonspecific isozyme (Homo sapiens); in the data active = a potency from the dose series; inactive = the rest, 99 in 100 with inhibition below about 22%;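 note: plate controls were vehicle for no effect and reference inhibitor for full effect; many of its hits are not listed in these tables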
Bfl-1 displacement – Bfl-1 inhibitors, primary screen, biochemical, fluorescence polarization, FITC-Bid, mouse (AID 432); Bcl-2-related protein A1 (Mus musculus); FITC-Bid BH3 peptide fluorescence polarization displacement; higher % means a stronger effect; one-dose displacement, % at 20 µM; IC50 in µM for titrated hits; actives 0.02% (n = 64,000); in the data active = a potency from the dose series; inactive = the rest, 99 in 100 with displacement below about 15%; note: strong numbers were not always called active
HT1080 viability – cytotoxicity in HT1080 fibrosarcoma cells, cell-based, fluorescence readout (AID 620) | cytotoxicity, % at 10 µM; hits with a dose series show EC50 in µM | HT1080 viability, fluorescence; higher % means a stronger effect | actives 0.42% (n = 87,000);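 note: cells exposed to compound overnight then 4 h with Alamar Blue; 0% = vehicle DMSO and 100% = killing control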
PMK inhibit pilot replicates – further read-out of PMK inhibit, marked with its call; inhibition, %; measured here: pilot screen replicates
Spn MK inh pilot replicates – recorded beside Spn MK inh, whose call it bears; inhibition, %; measured here: pilot screen replicates
Spn DPM-DC inh pilot screen % – second read-out of Spn DPM-DC inh, no call of its own (marks repeat the call); inhibition, %; measured here: pilot screen trials
Numbers without * were called inactive; i = inactive; x = not tested or not shown. Cut-off read from the data, not from the text of the source, unless noted: active = cytotoxicity above about 50%; inactive = the rest. The order is random; any-hit rate near 3.6%.

SMILES	Spn MK inh	Spn DPM-DC inh	LYP inhibition	HPDE-C7 cytotoxicity	PMK inhibit	HPDE-C7K KRASV12	Alkaline phosphatase	Bfl-1 displacement	HT1080 viability	others
Cc1cc(C)cc(N(CC(=O)NC2CCC(C)CC2)S(=O)(=O)c2c(C)noc2C)c1 (stereo not drawn)	6	i	x	-11%	9	-1%	17%	-6%	-3%	PMK inhibit pilot replicates=1.0;Spn MK inh pilot replicates=0.5;Spn DPM-DC inh pilot screen %=3.0
C=CCN=C(NC#N)SCC(=O)NC(C)(C)C	0	i	8%	-32%	5	-18%	4%	0%	-2%
OC(CCN1CCCCC1)(c1ccccc1)C1CCCCC1 (stereo not drawn)	7	i	8%	-16%	1	14%	11%	6%	-3%	PMK inhibit pilot replicates=0.0;Spn MK inh pilot replicates=2.0;Spn DPM-DC inh pilot screen %=1.5
Cc1ccc2nc(-c3ccccc3Cl)cc(C(=O)Nc3cc(C)on3)c2c1	1	i	2%	2%	3	-4%	12%	-12%	0%
COc1ccc(NC(=O)N2CCC(O)(c3cccnc3)CC2)c(OC)c1	0	i	7%	-4%	8	-4%	5%	-4%	3%	PMK inhibit pilot replicates=2.5;Spn MK inh pilot replicates=0.0;Spn DPM-DC inh pilot screen %=2.0
O=C1c2ccccc2C(=O)N1CCCc1nc(-c2ccc(Cl)cc2)no1	12	i	-1%	6%	15	1%	6%	-1%	-4%
O=C(CSC1=NCCS1)N1CCN(c2ccccc2)CC1	1	i	7%	x	0	x	x	x	17%
CCOC(=O)c1[nH]c2ccccc2c1NC(C)=O	7	i	9%	-1%	5	-1%	8%	0%	-7%
CC(O)(C#CCN1CCCC1)c1ccccc1 (stereo not drawn)	2	i	6%	-18%	0	-17%	3%	-1%	2%
COC(=O)C1=C(C(=O)c2ccccc2)C(c2cccs2)n2nnnc2N1 (stereo not drawn)	0	i	-7%	-20%	17	-7%	8%	-4%	x
Cc1ccc2[nH]c(C)c(CN(C)C3CCN(C)CC3)c(=O)c2c1	0	i	-2%	-4%	6	-10%	5%	-12%	-1%
CCn1nnc(-c2ccccc2NC(=O)c2cc(OC)c(OC)c(OC)c2)n1	x	i	7%	5%	4	7%	5%	-1%	-10%
CCOC(=O)C1C2C=CC3(CN(Cc4ccco4)C(=O)C13)O2 (stereo not drawn)	0	i	0%	4%	13	0%	12%	-1%	-7%	PMK inhibit pilot replicates=0.0;Spn MK inh pilot replicates=0.0;Spn DPM-DC inh pilot screen %=4.5
CC(=O)c1c(C)[nH]c(C(=O)Nc2c(C)n(C)n(-c3ccccc3)c2=O)c1C	4	i	0%	0%	1	-1%	7%	-1%	-2%	PMK inhibit pilot replicates=1.0;Spn MK inh pilot replicates=0.0;Spn DPM-DC inh pilot screen %=0.0
Cc1cccc(OCC(=O)NCC(=O)n2nc(C)cc2C)c1	6	i	8%	3%	0	-1%	14%	-6%	-4%
O=C(Nc1cccc(F)c1)c1ccc(S(=O)(=O)N2CCOCC2)cc1	3	i	10%	-5%	4	-1%	10%	-7%	2%
CC(=O)Nc1cc(NC(C)=O)cc(C(=O)NC(C)(C)C)c1	x	i	3%	-36%	3	-20%	7%	-19%	12%
COC(=O)c1cc(=O)[nH]c(SCc2cccc(C)c2)n1	3	i	x	-5%	0	4%	2%	-9%	6%
N#CC1=C(N)N2C(=C(C#N)C1c1ccccc1)Sc1ccccc12 (stereo not drawn)	9	i	8%	-1%	0	-7%	5%	22%	14%
O=C(CSc1ccc2nnc(-c3ccc(Cl)cc3)n2n1)N1CCN(c2ccccc2)CC1	15	i	-13%	-4%	19	-4%	6%	7%	9%
Cc1ccc(CNc2ccc3c(c2)OCO3)cc1	0	i	10%	20%	0	29%	8%	49%	8%
O=C(NCc1ccccc1Cl)C1CCN(S(=O)(=O)N2CCCCCC2)CC1	0	i	-7%	x	18	x	8%	-10%	-6%
COc1cc(C#N)ccc1OCC(=O)c1ccc2c(c1)OCCO2	7	i	12%	-10%	13	-2%	14%	-7%	-6%
COC(=O)C(C#N)c1nc2ccccc2nc1N1CCCC1 (stereo not drawn)	5	i	1%	x	12	x	19%	-4%	-7%
CN1CCN(Cc2nc3c([nH]2)c(=O)[nH]c(=O)n3C)CC1	14	i	11%	-7%	6	-18%	10%	-1%	-5%
C=CCn1cc(C(=O)NCCCOC)c(=O)c2cc(S(=O)(=O)N(CC)CC)ccc21	4	i	9%	-13%	9	-2%	13%	-3%	3%
NC(=O)NC(=O)COC(=O)c1ccccc1Oc1ccccc1	10	i	2%	-14%	2	-1%	8%	-4%	1%
Clc1cc(Br)ccc1OCCOCCN1CCOCC1	44*	i	14%	1%	1	-7%	5%	1%	-1%
O=C(CSc1nnc(-c2ccco2)n1-c1ccccc1)N1CCc2ccccc21	9	i	-4%	-12%	13	-5%	12%	-4%	2%
CCCCCn1c(CNC(=O)c2cccs2)nc2ccccc21	5	i	2%	x	0	x	x	x	1%
CC(C)OCCCNC(=O)c1c(N)n(/N=C/c2ccccn2)c2nc3ccccc3nc12	2	i	3%	28%	3	18%	2%	1%	9%
CCC(C)(NC(=O)CNC(C)=O)C(=O)NC1CCCCC1 (stereo not drawn)	3	i	x	-18%	0	-21%	8%	-4%	x	PMK inhibit pilot replicates=2.0;Spn MK inh pilot replicates=2.0;Spn DPM-DC inh pilot screen %=1.0
CC(=C1C(=O)c2ccccc2C1=O)N1CCN(Cc2ccccc2)CC1	5	i	-5%	1%	8	-1%	3%	12%	-1%
CCN(CC)c1cc2nonc2c2nonc12	2	i	-3%	-6%	13	-5%	4%	-3%	-7%
Cc1ccc(C(C)NC(=O)C2CCCO2)cc1C (stereo not drawn)	0	i	13%	-3%	0	-11%	8%	8%	4%
N=c1c(S(=O)(=O)c2ccc(Cl)cc2)cc2c(=O)n3ccccc3nc2n1CCN1CCOCC1	x	x	3%	21%	0	21%	12%	-3%	20%
CCOC(=O)c1ccc2ncc(C(=O)OCC)c(NCCCN3CCOCC3)c2c1	4	i	-5%	3%	15	-14%	10%	12%	22%
CCCN1CCN(CCCNC(=O)Cn2nc(-c3ccccc3)ccc2=O)CC1	7	i	9%	-4%	27*	-2%	0%	1%	-5%
COc1ccc(C(=O)NCC(=O)NC2=NCCS2)cc1	1	i	19%	-1%	16	-2%	18%	-7%	1%	PMK inhibit pilot replicates=4.0;Spn MK inh pilot replicates=0.0;Spn DPM-DC inh pilot screen %=2.0
COc1ccc(Cl)cc1S(=O)(=O)N1CCN(CC(=O)C(C)(C)C)CC1	5	i	-1%	-16%	20	-11%	2%	-7%	-3%
CCOC(=O)c1ccccc1NC(=O)C(C)Oc1ccccc1 (stereo not drawn)	4	i	11%	-9%	4	-2%	14%	-3%	0%
CC1Cc2nc(SCC(=O)N3CCCC3)n(C)c(=O)c2S1 (stereo not drawn)	6	i	2%	-2%	16	-3%	10%	-9%	4%
CC1CCN(S(=O)(=O)c2cccc(C(N)=O)c2)CC1	4	i	x	3%	10	-8%	4%	-7%	x
COc1ccccc1N(CC(O)CN(c1ccccc1)S(C)(=O)=O)S(=O)(=O)c1ccccc1 (stereo not drawn)	7	i	12%	-10%	6	-18%	-11%	-2%	4%
O=C(CCS(=O)(=O)c1cccs1)N1CCCC1	10	i	35%	-18%	0	-9%	2%	6%	-6%
CCN(CC)C(=O)Cc1cc(C(=O)O)c2ccccc2n1	4	i	0%	3%	0	-8%	5%	3%	-4%
CN(C)C(=O)N1CCC(C(=O)NCC2CCCO2)CC1 (stereo not drawn)	0	i	x	-8%	12	-3%	3%	-4%	-2%
CCN1C(=O)c2cccc3c(N)ccc1c23	0	i	-2%	2%	0	2%	16%	0%	2%
CCOC(=O)CCc1c(C)nc2cc(-c3ccc(F)cc3)[nH]n2c1=O	8	i	11%	-6%	11	-7%	12%	6%	16%	PMK inhibit pilot replicates=2.5;Spn MK inh pilot replicates=0.0;Spn DPM-DC inh pilot screen %=4.0
O=C1CCCN1CCCNc1ncnc2c1[nH]c1ccc(Cl)cc12	10	i	4%	-4%	9	0%	9%	7%	10%	PMK inhibit pilot replicates=6.0;Spn MK inh pilot replicates=0.5;Spn DPM-DC inh pilot screen %=11
O=C(CN1CCN(Cc2ccccc2F)C1=O)NCc1cccnc1	4	i	4%	4%	7	1%	12%	3%	14%	PMK inhibit pilot replicates=6.0;Spn MK inh pilot replicates=2.5;Spn DPM-DC inh pilot screen %=0.0
O=C1C2C3C=CC(C3)C2C(=O)N1CNc1ccc(O)cc1 (stereo not drawn)	10	i	16%	14%	12	5%	16%	16%	15%	PMK inhibit pilot replicates=1.5;Spn MK inh pilot replicates=4.0;Spn DPM-DC inh pilot screen %=2.5

As a working copy, 6 of the compounds above:
SMILES	Spn MK inh	Spn DPM-DC inh	LYP inhibition	HPDE-C7 cytotoxicity	PMK inhibit	HPDE-C7K KRASV12	Alkaline phosphatase	Bfl-1 displacement	HT1080 viability	others
COc1ccccc1N(CC(O)CN(c1ccccc1)S(C)(=O)=O)S(=O)(=O)c1ccccc1 (stereo not drawn)	7	i	12%	-10%	6	-18%	-11%	-2%	4%
O=C(CCS(=O)(=O)c1cccs1)N1CCCC1	10	i	35%	-18%	0	-9%	2%	6%	-6%
CCN(CC)C(=O)Cc1cc(C(=O)O)c2ccccc2n1	4	i	0%	3%	0	-8%	5%	3%	-4%
CN(C)C(=O)N1CCC(C(=O)NCC2CCCO2)CC1 (stereo not drawn)	0	i	x	-8%	12	-3%	3%	-4%	-2%
CCN1C(=O)c2cccc3c(N)ccc1c23	0	i	-2%	2%	0	2%	16%	0%	2%
CCOC(=O)CCc1c(C)nc2cc(-c3ccc(F)cc3)[nH]n2c1=O	8	i	11%	-6%	11	-7%	12%	6%	16%	PMK inhibit pilot replicates=2.5;Spn MK inh pilot replicates=0.0;Spn DPM-DC inh pilot screen %=4.0
